# APJ antagonist: antagonists of human APJ apelin receptor | P35414 | CHO-K1 APJ beta-arrestin complementation, luminescence | inhibition, % at 20 µM | actives 0.32% (n = 330,000) | AID 2521;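 active means inhibition above about 40% at 20 µM, limit read from the data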;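 further: cells challenged with 10 nM apelin-13 agonist together with compound; plate controls were apelin-13 plus DMSO wells for no effect and DMSO wells lacking apelin-13 for full effect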
# Jurkat NFkB inh: lowers PMA/ionomycin-induced NF-kB signal in Jurkat cells | AID 435003 | PMA/ionomycin-induced NF-kB luciferase reporter, luminescence | actives 0.53% (n = 330,000) | inhibition, % at 4 µM; in the data active means inhibition above about 50%
# 697 NFkB inh: inhibitors of the PMA/ionomycin-induced NF-kB reporter in 697 B cells. inhibition, % at 4 µM. 697 B-cell NF-kB luciferase reporter, 16 h. actives 0.33% (n = 330,000). AID 435022; in the data active means inhibition above about 35%
# tim23-1 inh: inhibits growth of tim23-1 mutant yeast | S. cerevisiae tim23-1 growth, BacTiter-Glo luminescence, 24 h | inhibition, % at 20 µM | actives 1.3% (n = 330,000) | AID 463212;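 active means growth inhibition of the mutant yeast at or above 50%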;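 further: temperature-sensitive mutant grown at 25 °C; plate controls were DMSO-treated mutant yeast for no effect and medium wells lacking yeast for full effect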
# Mdm2 MdmX PPI: disrupts the human Mdm2-MdmX interaction. O15151+Q00987. SaOS-2 split-luciferase Mdm2/MdmX complementation, luminescence. inhibition, % at 8 µM. actives 3% (n = 330,000). AID 485346;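 active means inhibition of at least 50% at 8 µM in the primary screen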
# Target sequence (O15151 whole entry, looked up): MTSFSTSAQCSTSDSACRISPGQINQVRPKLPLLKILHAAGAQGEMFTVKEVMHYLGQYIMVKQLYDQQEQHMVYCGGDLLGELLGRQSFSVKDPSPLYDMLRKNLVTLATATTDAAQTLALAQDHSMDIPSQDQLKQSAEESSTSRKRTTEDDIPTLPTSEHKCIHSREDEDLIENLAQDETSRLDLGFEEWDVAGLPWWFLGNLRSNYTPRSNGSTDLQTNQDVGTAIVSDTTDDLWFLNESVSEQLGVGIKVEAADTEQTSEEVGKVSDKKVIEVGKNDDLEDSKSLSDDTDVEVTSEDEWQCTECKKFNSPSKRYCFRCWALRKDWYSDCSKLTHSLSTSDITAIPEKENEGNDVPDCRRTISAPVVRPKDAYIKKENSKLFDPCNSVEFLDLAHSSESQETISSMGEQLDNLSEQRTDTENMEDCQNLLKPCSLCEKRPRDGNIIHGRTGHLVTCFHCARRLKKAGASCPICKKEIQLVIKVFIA
# Target sequence (Q00987 whole entry, looked up): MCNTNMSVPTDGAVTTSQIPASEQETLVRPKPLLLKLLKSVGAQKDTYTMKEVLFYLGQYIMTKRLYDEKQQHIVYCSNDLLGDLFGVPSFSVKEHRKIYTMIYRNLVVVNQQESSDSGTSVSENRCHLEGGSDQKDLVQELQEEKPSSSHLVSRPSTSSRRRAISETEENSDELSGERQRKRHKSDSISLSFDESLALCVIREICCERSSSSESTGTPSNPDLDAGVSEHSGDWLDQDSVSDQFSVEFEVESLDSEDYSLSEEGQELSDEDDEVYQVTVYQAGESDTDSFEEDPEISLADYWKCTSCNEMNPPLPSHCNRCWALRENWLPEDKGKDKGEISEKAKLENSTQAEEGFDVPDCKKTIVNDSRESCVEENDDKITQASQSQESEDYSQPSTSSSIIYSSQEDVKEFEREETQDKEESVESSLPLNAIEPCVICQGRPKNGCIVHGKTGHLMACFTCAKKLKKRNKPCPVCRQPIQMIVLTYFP
# APJ agonist: agonists of human APJ apelin receptor; P35414; CHO-K1 APJ PathHunter beta-arrestin, luminescence; 0% DMSO wells, 100% apelin; actives 0.11% (n = 330,000); AID 2520; activation, % at 20 µM;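 active means activation more than six SD over the plate average, tested at 20 µM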;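 further: 0% = DMSO alone and 100% = apelin-13 at 10 nM; some results filed as inactive read as strong as hits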
#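 Material: CHO-K1 APJ beta-arrestin complementation cell line; Input: cell density 1000 per well; Incubation: compound stimulation 90 min at 25 °C, detection 60 min; Signal: luminescence from split beta-galactosidase complementation, Galacton Star/Emerald II substrate; Controls: DMSO-only wells as negative, 10 nM Apelin-13 as positive control.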
# UPR XBP1 act: adaptive UPR (XBP1) activation; actives 0.33% (n = 330,000); CHO-XBP1 luciferase reporter, IRE1-XBP1 UPR activation, luminescence; percent of tunicamycin response, DMSO as zero; AID 463104; activation, % at 20 µM;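 active means versus positive control, 20 µM dose yields 30% or more activation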;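 further: 100% = tunicamycin at 10 µg/mL and 0% = DMSO only wells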
#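 Signal: luciferase luminescence; Assay system: CHO-XBP1 luciferase reporter cells; Amount: one thousand reporter cells per well; Dosing: 20 µM single concentration, DMSO 1%; Benchmarks: high control tunicamycin 10 µg/mL final, low control DMSO vehicle only; Schedule: 6 h compound exposure at 37 °C, 5% CO2; Evaluation: percent activation relative to tunicamycin reference.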
# UPR CHOP act: activators of apoptotic arm of unfolded protein response (CHOP); CHO-CHOP luciferase reporter, UPR activation, luminescence; percent of tunicamycin response over DMSO baseline; activation, % at 10 µM; actives 0.34% (n = 330,000);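 active means at 10 µM dose, activation of 40% or more, normalized to positive control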;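 further: 100% = tunicamycin at 10 µg/mL and 0% = DMSO alone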
#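 System: CHO-CHOP luciferase reporter cell line | Buffer or medium: F12 medium containing 10% fetal bovine serum | Doses: One dose, 10 µM in 0.5% DMSO | Times: 6 h compound exposure at 37 °C after overnight seeding | Signal: Luciferase luminescence | Read-out: % activation vs tunicamycin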
# * marks the source's active call; other numbers are inactive results.
# Results follow in this order: APJ antagonist, Jurkat NFkB inh, 697 NFkB inh, tim23-1 inh, Mdm2 MdmX PPI, APJ agonist, UPR XBP1 act, UPR CHOP act
O=c1[nH]c2ccccc2n1CCCSCCCn1c(=O)[nH]c2ccccc21
    -31, -11, -64, 26, -7, 11, 2, -1.6
O=C(Nc1cc(-c2nc3ncccc3o2)ccc1Cl)c1cccs1
    2, 3, -57, 32, 4, 8, -1, 2.3
COc1ccccc1C(CNC(=O)c1cccc(S(=O)(=O)Nc2ccc(C)cc2)c1)N(C)C (stereo not drawn)
    10, 20, 7, -34, 27, -1, -1, 1.8
Cc1cc(NC(=O)CN2CC(C)OC(C)C2)n(-c2nc3ccccc3s2)n1 (stereo not drawn)
    21, -7, -26, 6, -7, -1, -2, -0.9
CC(C)N1C(=O)CCC1C(=O)N1CCCc2ccccc21 (stereo not drawn)
    18, 7, 13, -5, 4, -4, -3, 2.0
Cc1ccc(-c2nnc(N3CCOCC3)c3ccccc23)cc1S(=O)(=O)N(C)C
    -3, 7, -27, 22, 29, 0, 5, 1.8
Cc1cc(=O)oc2c(C)c(OCC(=O)N3CCN(c4ccccc4)CC3)ccc12
    6, -4, -30, 11, -16, 2, -1, -2.8
CCn1c(SCC(=O)Nc2ccc3c(c2)OCO3)nc2ccccc21
    4, 3, -2, 16, 21, -8, -2, -0.8
O=[N+]([O-])c1cccc(-n2cc3ccc([N+](=O)[O-])cc3n2)c1
    -6, -44, -27, 33, 6, 12, 1, 4.0
O=C1CC(SCc2nc3ccccc3[nH]2)C(=O)N1c1cccc(F)c1 (stereo not drawn)
    12, -1, 1, 22, 8, -9, -1, -1.1
CSc1ccc(CN2CCN(C(=O)c3ccc([N+](=O)[O-])cc3)CC2)cc1
    -6, 53*, -27, 1, 18, -3, -2, -2.1
COc1ccc(CC(=S)NCCc2ccccc2)cc1
    14, 9, 5, -1, 9, -1, -2, 1.0
CCc1ccc(NC(=S)N(Cc2cccc(Br)c2)CC2CCC(C(=O)O)CC2)cc1 (stereo not drawn)
    -9, -3, 2, 26, 21, -4, 3, -1.6
CN(C)C(=O)c1cn(-c2ccc(Cl)cc2)c(=O)c2ccccc12
    -2, 0, 20, 18, -3, -3, 1, 1.3
CC(=O)c1cccc(NC(=O)c2oc(C)nc2C)c1
    -10, 3, 21, 7, -17, -4, 1, -0.5
CCOC(=O)C1=C(COC(=O)CCc2ccccc2)NC(=O)NC1C (stereo not drawn)
    10, 14, 17, 10, 20, -3, -3, 1.2
O=C(c1cc(COc2cccc(C(F)(F)F)c2)on1)N1CCC(Oc2cccnc2)CC1
    -6, 4, -71, 39, 23, 2, -1, 5.3
O=C(O)C1CCCCC1C(=O)NCCCCc1ccccc1 (stereo not drawn)
    1, -6, -2, -3, 16, 4, -3, -1.5
COc1ccc(CN2CCN(Cc3cn(C)nc3-c3ccccc3)CC2CCO)c(C)c1C (stereo not drawn)
    -1, 6, 15, 6, 7, -3, 0, -1.0
Cc1ccc(S(=O)(=O)N(C(=O)c2ccco2)c2cc3sc(=O)oc3c3ccccc23)cc1
    -24, -4, -13, 25, 16, 0, -7, 0.6
O=C(NCCc1ccccc1)C(=O)c1cn(CC(=O)N2CCCC2)c2ccccc12
    4, -5, 3, 11, 9, -4, -5, -0.1
Cc1c(Cl)cccc1NC(=S)NC1CCN(Cc2ccccc2)CC1
    -16, 9, 3, -5, 27, -4, -6, 0.0
Cc1ccc(Cn2nnnc2CN2CCC(NC(=O)C(C)(C)C)CC2)cc1
    -1, -4, -4, 20, -10, -3, 0, 2.7
Cc1cc(Br)cc(C)c1OCC(=O)NNC(=O)c1cccs1
    7, -15, -9, 11, 18, -1, -3, 2.2
COc1ccc(C(=O)NNC(=O)C(=O)NC(C)c2ccccc2)cc1OC (stereo not drawn)
    3, 8, 23, 17, 3, -1, -1, 1.5
COc1ccc(Sc2ccc(/C=C3\C(=O)NN(c4ccccc4)C3=O)o2)cc1
    21, 12, -1, 23, 2, -5, 7, 20
CN(C(=O)COC(=O)/C=C/c1ccc2ccccc2n1)C1CCS(=O)(=O)C1 (stereo not drawn)
    -16, 3, 24, 16, 12, -1, -3, -0.8
CC(C)C(c1nnnn1Cc1ccccc1)N1CCN(Cc2ccc3c(c2)OCO3)CC1 (stereo not drawn)
    -14, -1, -13, 2, 20, 1, -6, 0.1
COc1c(C)cc(C(=O)C2CCCN(S(=O)(=O)c3c(C)noc3C)C2)cc1C (stereo not drawn)
    -1, 4, -7, 30, 4, -1, -2, 3.4
Cc1nc(CCNC(=O)CC2C(=O)NCCN2Cc2ccccc2)nc2c1CCC2 (stereo not drawn)
    -12, 7, 1, 15, 31, 6, -2, 3.1

# Reprinted from above, 13 compounds:
# Results follow in this order: APJ antagonist, Jurkat NFkB inh, 697 NFkB inh, tim23-1 inh, Mdm2 MdmX PPI, APJ agonist, UPR XBP1 act, UPR CHOP act
O=C(Nc1cc(-c2nc3ncccc3o2)ccc1Cl)c1cccs1
    2, 3, -57, 32, 4, 8, -1, 2.3
COc1ccccc1C(CNC(=O)c1cccc(S(=O)(=O)Nc2ccc(C)cc2)c1)N(C)C (stereo not drawn)
    10, 20, 7, -34, 27, -1, -1, 1.8
Cc1cc(NC(=O)CN2CC(C)OC(C)C2)n(-c2nc3ccccc3s2)n1 (stereo not drawn)
    21, -7, -26, 6, -7, -1, -2, -0.9
CC(C)N1C(=O)CCC1C(=O)N1CCCc2ccccc21 (stereo not drawn)
    18, 7, 13, -5, 4, -4, -3, 2.0
Cc1ccc(-c2nnc(N3CCOCC3)c3ccccc23)cc1S(=O)(=O)N(C)C
    -3, 7, -27, 22, 29, 0, 5, 1.8
Cc1cc(=O)oc2c(C)c(OCC(=O)N3CCN(c4ccccc4)CC3)ccc12
    6, -4, -30, 11, -16, 2, -1, -2.8
CCn1c(SCC(=O)Nc2ccc3c(c2)OCO3)nc2ccccc21
    4, 3, -2, 16, 21, -8, -2, -0.8
O=[N+]([O-])c1cccc(-n2cc3ccc([N+](=O)[O-])cc3n2)c1
    -6, -44, -27, 33, 6, 12, 1, 4.0
O=C1CC(SCc2nc3ccccc3[nH]2)C(=O)N1c1cccc(F)c1 (stereo not drawn)
    12, -1, 1, 22, 8, -9, -1, -1.1
CSc1ccc(CN2CCN(C(=O)c3ccc([N+](=O)[O-])cc3)CC2)cc1
    -6, 53*, -27, 1, 18, -3, -2, -2.1
COc1ccc(CC(=S)NCCc2ccccc2)cc1
    14, 9, 5, -1, 9, -1, -2, 1.0
CCc1ccc(NC(=S)N(Cc2cccc(Br)c2)CC2CCC(C(=O)O)CC2)cc1 (stereo not drawn)
    -9, -3, 2, 26, 21, -4, 3, -1.6
CN(C)C(=O)c1cn(-c2ccc(Cl)cc2)c(=O)c2ccccc12
    -2, 0, 20, 18, -3, -3, 1, 1.3

# Next part:
# Results follow in this order: APJ antagonist, Jurkat NFkB inh, 697 NFkB inh, tim23-1 inh, Mdm2 MdmX PPI, APJ agonist, UPR XBP1 act, UPR CHOP act
Fc1nc(F)c(F)c(NCCCNc2c(F)c(F)nc(F)c2F)c1F
    13, -1, 0, 66*, 31, -2, 0, 0.6
CCNc1nc(Cl)nc(NC2CCCCC2)n1
    0, -13, -9, 14, -4, 0, 1, 5.5
COc1ccc(-n2nnnc2SCC(N)=O)cc1
    -9, 4, 5, 0, 15, -1, 2, -0.3
COC(=O)c1cc(NC(=O)C2(S(=O)(=O)c3ccc(C)cc3)CC2)cc(C(=O)OC)c1
    -5, -2, -15, -17, -21, -2, -1, 2.0
Cc1cc(C)nc(NS(=O)(=O)c2ccc(NC(=O)c3cc4c(=O)n5cccc(C)c5nc4n3C)cc2)n1
    -24, 14, 0, 2, 12, 6, 101*, 9.9
O=C1c2ccccc2C(=O)N1CSc1nnnn1-c1ccccc1
    36, 1, 0, 12, -5, -2, 3, 0.3
C=CCOc1c(CNc2ccc3[nH]c(=O)[nH]c3c2)cccc1OC
    13, 5, -2, 12, -4, 3, -1, -0.6
CN(C)S(=O)(=O)c1cccc(NC(=O)CNC2CCCCC2)c1
    -9, 7, 10, 25, 14, -1, 2, -1.8
C#CCOCCOCCOCCNc1nc(N2CCN(C(=O)[C@H](CCC(=O)O)n3cc(C(N)[C@H](C)CC)nn3)CC2)nc(N2CCN(C(=O)[C@H](Cc3cc4ccccc4[nH]3)n3cc(C(N)[C@H](C)CC)nn3)CC2)n1 (stereo partly drawn)
    -3, 3, 15, 5, 19, -1, -2, 0.4
CC(=O)NS(=O)(=O)c1ccc(NC(=O)C(C)NS(=O)(=O)/C=C/c2ccccc2)cc1 (stereo not drawn)
    -3, -3, 9, -11, 2, -3, 0, 0.4
CCCCN(C(=O)c1oc2ccc(OCC)cc2c1C)c1c(N)n(CC(C)C)c(=O)[nH]c1=O
    1, 3, 14, -2, -25, -1, 3, 0.9
COc1ccc(C2CC(=O)C3=C(C2)NC(C)=C(C(=O)Nc2ccccc2C)C3c2coc3ccc(C)cc3c2=O)cc1OC (stereo not drawn)
    -1, 1, -3, -25, 49, -1, 4, 7.9
CN1C(=S)SC(N2OC3C(=O)N(c4ccccc4)C(=O)C3C2c2ccccc2)C1(C)C (stereo not drawn)
    3, 7, 21, 13, -6, -2, -3, -1.1
Cc1noc(C)c1COc1ccccc1C(=O)N(C)CC(=O)Nc1ccc(F)c(F)c1F
    7, 3, -2, 6, 9, -2, 3, 3.2
CNS(=O)(=O)c1cccc(C(=O)OCC(=O)NC2CCCC2)c1
    15, -14, 2, 10, -8, -4, -2, 0.2
Cc1ccc(C(=O)N2CCCC(C(F)(F)F)C2)cc1S(=O)(=O)N1CCOCC1 (stereo not drawn)
    3, -15, 10, 16, -7, -2, -6, -1.6
COc1ccc(-c2nc(NC(=O)C3CC(=O)N(Cc4ccco4)C3)sc2C)cc1 (stereo not drawn)
    13, 3, -7, 29, 18, 0, -2, -1.0
CCC(=O)Nc1nc(C)c(Oc2ccccc2)c(=O)[nH]1
    -1, 13, -3, 13, 2, -4, -2, 1.9
COc1ccc(S(=O)(=O)N2CCN(C(=O)C3COc4ccccc4O3)CC2)cc1 (stereo not drawn)
    -11, 11, 5, 39, -5, -1, 4, -0.1
Cc1cc(C(=O)O)cc(S(=O)(=O)Nc2ccccc2C(=O)NC2CC2)c1C
    27, 9, 14, 2, 17, -4, 1, 0.1
CCc1ccccc1NC(=O)/C(=C/c1ccccc1)c1ccccc1
    0, 4, 11, 3, -3, -3, -1, -1.0
COc1cc(OC)cc(-c2cc3ccc(OC)cc3cn2)c1
    0, -56, -228, 51*, -147, -1, 2, 2.4
COCC(=O)N1CCC(Oc2ccc(C(=O)NCCCC3CCCC3)cc2)CC1
    15, 0, -9, 10, 17, 0, -6, 0.2

# Screens (PubChem)
